Compound activity from PubChem BioAssay.
tim10-1 inh: tim10-1 yeast growth inhibition; S. cerevisiae tim10-1 ts strain growth, BacTiter-Glo, 24 h; inhibition, % at 20 µM; 2.2% of 330,000 active; AID 463190;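 active = inhibition of at least 40%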;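 note: mutant grown at 25 °C; 0% = DMSO wells with yeast and 100% = wells holding no yeast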
beta cell repl: MIN6 beta-cell proliferation induction; 0.29% of 330,000 active; AID 2380; proliferation, % at 10 µM; MIN6 cells proliferation, ATPlite luminescence, 48 h; cells starved in 0.2% serum; 100% = growth in 10% serum;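 active = compounds whose signal lies at least 3.5 SD above the mean of all wells on their plate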;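 note: 0% = DMSO-treated cells in low-serum medium and 100% = 10% serum control; some compounds called inactive have numbers as strong as hits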
NLRP3 yeast inh: inhibitors of NALP3 inflammasome in yeast; Yeast reconstituted NLRP3/ASC/caspase-1, beta-gal luminescence, 24 h; inhibition, % at 10 µM; 0.39% of 330,000 active; AID 2825;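 active = inhibition of 50% or more; inactive = inhibition below 50%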;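 note: plate controls were induced DMSO wells for no effect and uninduced yeast grown without galactose for full effect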
APJ antagonist: blocks the human apelin receptor APJ; P35414; CHO-K1 APJ beta-arrestin complementation, luminescence; inhibition, % at 20 µM; 0.32% of 330,000 active;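 active = inhibition above about 40% at 20 µM, limit read from the data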;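 note: cells challenged with 10 nM apelin-13 agonist together with compound; plate controls were apelin-13 plus DMSO wells for no effect and DMSO wells lacking apelin-13 for full effect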
Target sequence (P35414 whole entry, looked up): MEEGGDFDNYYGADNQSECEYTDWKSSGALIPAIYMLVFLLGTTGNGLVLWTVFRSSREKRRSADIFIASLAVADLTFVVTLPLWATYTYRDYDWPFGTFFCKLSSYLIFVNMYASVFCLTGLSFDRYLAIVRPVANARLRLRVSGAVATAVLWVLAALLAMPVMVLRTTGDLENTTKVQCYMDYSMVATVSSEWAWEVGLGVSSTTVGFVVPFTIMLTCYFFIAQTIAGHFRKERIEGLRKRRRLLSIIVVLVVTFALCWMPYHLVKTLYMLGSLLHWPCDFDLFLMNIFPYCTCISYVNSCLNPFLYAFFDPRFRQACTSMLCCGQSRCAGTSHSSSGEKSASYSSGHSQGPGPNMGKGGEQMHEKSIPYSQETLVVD
TIM10 inh: growth inhibitors of TIM10 yeast strain. S. cerevisiae TIM10 strain growth, BacTiter-Glo luminescence, 24 h. inhibition, % at 10 µM. 1.4% of 330,000 active. AID 463195;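 active = inhibition of 40% or more at the single tested concentration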;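 note: wild-type TIM10 isogenic control strain grown at permissive 25 °C; 0% = DMSO yeast wells and 100% = minimal medium wells without yeast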
tim23-1 inh: growth inhibitors of tim23-1 mutant yeast; inhibition, % at 20 µM; S. cerevisiae tim23-1 growth, BacTiter-Glo luminescence, 24 h; 1.3% of 330,000 active; AID 463212;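 active = growth inhibition of the mutant yeast at or above 50%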;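 note: temperature-sensitive mutant grown at 25 °C; plate controls were DMSO-treated mutant yeast for no effect and medium wells lacking yeast for full effect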
MPTP inh: inhibitors of mitochondrial permeability transition pore; isolated mouse mitochondria, Ca2+ swelling absorbance, 30 min; inhibition, % at 10 µM; 1.4% of 360,000 active;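 active = inhibition of 50% or more, scaled per plate between neutral and stimulator controls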;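 note: 0% = DMSO wells given calcium and 100% = 1 mM EGTA wells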
APJ agonist: agonists of human APJ apelin receptor. P35414. CHO-K1 APJ PathHunter beta-arrestin, luminescence; 0% DMSO wells, 100% apelin. activation, % at 20 µM. 0.11% of 330,000 active. AID 2520;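 active = activation more than six SD over the plate average, tested at 20 µM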;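 note: 0% = DMSO alone and 100% = apelin-13 at 10 nM; some results filed as inactive read as strong as hits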
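Material: CHO-K1 APJ beta-arrestin complementation cell line; Input: cell density 1000 per well; Incubation: compound stimulation 90 min at 25 °C, detection 60 min; Signal: luminescence from split beta-galactosidase complementation, Galacton Star/Emerald II substrate; Controls: DMSO-only wells as negative, 10 nM Apelin-13 as positive control.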
GRIN3A LBD mod: modulators (binders) of human NR3A ligand-binding domain. NR3A LBD differential scanning fluorimetry, Tm shift; 0% = protein alone, 100% = glycine-bound protein. Tm shift relative to glycine control, % at 25 µM. 2.5% of 340,000 active. AID 1259313;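 active = melting temperature shift of at least 10% of the positive control shift, at one fixed dose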
Active calls of the source: *; / = no result given.

SMILES | tim10-1 inh | beta cell repl | NLRP3 yeast inh | APJ antagonist | TIM10 inh | tim23-1 inh | MPTP inh | APJ agonist | GRIN3A LBD mod
O=C(Nc1ccc(N2CCCC2)cc1)c1cccc(Cl)c1 | 6 | -4 | 38 | 17 | 12 | 18 | 0.3 | -4 | 2
CCN(CC)S(=O)(=O)c1ccc(N2CCOCC2)c(NC(=O)c2sccc2C)c1 | 16 | 3 | 13 | -7 | 7 | 9 | -0.7 | -2 | 4
NCCNc1ccc(C(=O)N2c3ccccc3Sc3ccccc32)cc1[N+](=O)[O-] | 17 | -4 | 19 | 18 | -1 | 19 | -4.1 | -1 | -2
COc1ccc(NC(=O)CC(NCCc2ccccc2)C(=O)O)c(OC)c1 (stereo not given) | -7 | -4 | 5 | -32 | -1 | 20 | 1.6 | -3 | -2
O=C(NC1CCCC1)c1cc(-c2ccc(F)cc2)on1 | -4 | -3 | 35 | 19 | 1 | 21 | 0.7 | -2 | -2
COC(=O)CCS(=O)(=O)c1ccc(NC(C)=O)cc1 | -4 | -1 | -3 | -9 | -11 | -4 | -0.6 | 0 | 2
COc1ccc(CCC(=O)NNC(=O)Nc2ccc(C(C)C)cc2)cc1 | 25 | -5 | 11 | -6 | 7 | 11 | 0.3 | 0 | -1
Cc1ccc(-n2c(=O)[nH]c3c(oc4ccccc43)c2=O)cc1 | -14 | -1 | -8 | 16 | -8 | 5 | 0.2 | -1 | -3
Cc1cc2oc(=O)cc(-c3ccccc3)c2c(C)c1-c1ccc(F)c(Cl)c1 | 11 | / | / | / | 12 | 39 | -1.0 | / | 0
CCN(CC)S(=O)(=O)c1ccc(C)c(NC(=O)COC(=O)C=C(C)C)c1 | 7 | 0 | -2 | -13 | -10 | 7 | -0.7 | -1 | 0
O=C1/C(=C\c2ccc3ccccc3c2)CCCc2ccccc21 | 19 | -6 | 15 | -2 | -4 | 12 | 1.4 | -4 | 7
O=C(NCc1ccccc1)C1=C[C@H](c2coc3ccccc3c2=O)C[C@H](OCCCCO)O1 | -26 | -6 | 10 | -2 | -13 | -36 | 0.2 | 5 | -1
CCOc1ccc2nc(NC(=O)C3CCN(S(=O)(=O)c4cnc[nH]4)CC3)sc2c1 | 18 | 3 | 8 | 13 | 7 | 34 | -0.9 | 0 | -4
O=C(Nc1ccccn1)c1cc2cc([N+](=O)[O-])ccc2s1 | -6 | -4 | 19 | 5 | -17 | -12 | -1.0 | 4 | -1
C[C@]12CC[C@@H]3c4ccc(O)cc4[C@@H](O)C[C@H]3[C@@H]1CC[C@@H]2O | 1 | 0 | 3 | -1 | 4 | 14 | / | -4 | /
CCC1CCCCN1Cc1nc2c(c(=O)n(C)c(=O)n2C)n1Cc1cccc2ccccc12 (stereo not given) | 28 | -7 | -9 | 2 | 22 | 43 | -0.6 | -5 | -4
COc1cc(O)c(C(CC(=O)N2CCCCC2)c2cc(OC)c(OC)c(OC)c2)c(OC)c1 (stereo not given) | 17 | -4 | -10 | -4 | 6 | 15 | -0.7 | 1 | -1
CCC(=O)N1CCc2cc(-c3csc(NC(=O)c4ccco4)n3)ccc21 | 2 | 0 | 23 | -2 | -12 | -17 | -1.6 | 2 | -4
CCCc1[nH]nc2c1C(c1ccc(OC)c(Cn3nc(C)c(Br)c3C)c1)C(C#N)=C(N)O2 (stereo not given) | 11 | -3 | -4 | 11 | 4 | 0 | 2.6 | -10 | -26
O=C(CSc1nnc(COc2ccccc2)o1)N1CCOCC1 | 9 | 0 | -3 | -10 | 5 | -1 | 0.7 | -1 | 0
O=C(O)CCN1C(=O)/C(=C2\C(=O)N(Cc3ccc(F)cc3)c3ccccc32)SC1=S | 24 | 1 | 25 | 8 | 0 | 25 | 8.3 | -1 | -9
COc1ccc(/C=C/C(=O)OCC(=O)Nc2cccc(Oc3ccccc3)c2)c(OC)c1 | 16 | -4 | 14 | -2 | 4 | 14 | 2.6 | -3 | 2
Nc1cc(S(=O)(=O)Nc2cc(Cl)ccc2Cl)ccc1N1CCCC1 | 20 | -6 | -2 | -7 | 10 | 39 | 40 | 1 | -3
CC(OC(=O)CCc1nc2ccccc2[nH]c1=O)C(=O)c1ccccc1 (stereo not given) | 10 | -6 | -6 | -11 | -26 | -8 | 0.5 | 1 | 1
CC(NS(=O)(=O)/C=C/c1ccccc1)c1ccccc1 (stereo not given) | 30 | -3 | 5 | -17 | 12 | 31 | -0.3 | 6 | 1
CCOc1ccc(NC(=O)NNC(=O)COc2ccc3ccccc3c2)cc1 | -13 | 1 | 10 | 17 | -6 | -9 | -0.5 | -7 | -2
CCOc1cc(/C=C/C(=O)c2ccc(O)cc2)ccc1OCC(=O)N(C)C | 0 | -2 | 11 | 7 | 10 | 5 | -1.1 | 0 | -5
COc1ccc(OC)c(NC(=O)CCN2CCN(c3ccccc3)CC2)c1 | 2 | -3 | 15 | 10 | 10 | 16 | 0.9 | -2 | 1
O=C(Cn1c(=O)sc2ccccc21)N1CCOCC1 | 0 | 1 | 3 | 1 | 13 | 4 | 0.0 | -5 | -2
O=C1CC(c2ccccc2)Sc2nc(-c3ccccc3)c(-c3ccccc3)n21 (stereo not given) | 10 | -1 | -16 | -5 | -12 | -13 | -1.3 | -3 | 2
Cc1c(CCO)c(=O)n(C)n1C(=O)c1ccc(F)cc1 | 16 | -3 | 4 | -18 | 7 | 21 | 0.3 | -2 | -1
CCOC(=O)CC(=O)CSc1nc2c(sc(=S)n2-c2ccc(OCC)cc2)c(=O)[nH]1 | 0 | -4 | 5 | 7 | 7 | 28 | 4.8 | 3 | -13
Cc1cccc(OCC(=O)Nc2nc(-c3ccncc3)cs2)c1 | 10 | 4 | 34 | 1 | 3 | 8 | -0.1 | -4 | 1
CCCC(=O)Nc1sc2c(c1C#N)CCCC2 | 19 | 0 | 4 | -27 | 18 | 33 | -4.1 | -2 | -5
O=c1c2cc(-c3ccccc3)sc2ncn1-n1cccc1 | -1 | 0 | 17 | -3 | 12 | 9 | 0.3 | -1 | 2
Cc1cccc(NC(=O)c2ccc(S(=O)(=O)N3CCN(C)CC3)cc2)c1C | -15 | -1 | 10 | 8 | 1 | 3 | -2.6 | 3 | -1
COc1ccc(Cn2c(CCC(=O)Nc3ccc(C)c(C)c3)nc3cccnc32)cc1 | 30 | -1 | 19 | 1 | 1 | 7 | 1.6 | -3 | -5
Cc1ccc(S(=O)(=O)N(Cc2ccccc2)c2ccccc2C(=O)NCc2ccco2)cc1 | 41* | -3 | 4 | -14 | 12 | 38 | 4.1 | -7 | 1
CCCCCC1CC(CC(=O)NC(=S)Nc2ccc([N+](=O)[O-])cc2)C(=O)O1 (stereo not given) | 23 | -3 | 27 | 32 | 1 | 6 | 3.3 | -5 | 15*
NC(=O)C1CCN(c2cc(Cl)ccc2[N+](=O)[O-])CC1 | -8 | -1 | 2 | 11 | -13 | 8 | 1.4 | 1 | -2

Of the compounds above, these contain an aryl thioether with sulfur outside any ring.
SMILES | tim10-1 inh | beta cell repl | NLRP3 yeast inh | APJ antagonist | TIM10 inh | tim23-1 inh | MPTP inh | APJ agonist | GRIN3A LBD mod
O=C(CSc1nnc(COc2ccccc2)o1)N1CCOCC1 | 9 | 0 | -3 | -10 | 5 | -1 | 0.7 | -1 | 0
CCOC(=O)CC(=O)CSc1nc2c(sc(=S)n2-c2ccc(OCC)cc2)c(=O)[nH]1 | 0 | -4 | 5 | 7 | 7 | 28 | 4.8 | 3 | -13

Continuation.
SMILES | tim10-1 inh | beta cell repl | NLRP3 yeast inh | APJ antagonist | TIM10 inh | tim23-1 inh | MPTP inh | APJ agonist | GRIN3A LBD mod
Cc1snc(S(=O)(=O)/C(C#N)=N\Nc2ccccc2)c1C#N | -8 | -2 | -10 | 10 | -13 | 1 | -20 | -4 | 3
CC(C)n1c(CNC(=O)c2ccccc2)nc2ccccc21 | 18 | -2 | 14 | -12 | 3 | 20 | 1.0 | 6 | 1
C=CCNC(=O)COC(=O)CNC(=O)c1cc(Cl)cc([N+](=O)[O-])c1 | 0 | -1 | 9 | -24 | 0 | 13 | -0.7 | 1 | -2
COc1ccc(Cc2noc(CN3CCCN(C4Cc5ccccc5C4)CC3)n2)cc1OC | 19 | 1 | 14 | 17 | -7 | 15 | -1.0 | -1 | 0
O=C(Nc1ccccc1)C1CCN(C(=O)c2ccc([N+](=O)[O-])cc2)CC1 | 13 | 2 | 17 | 9 | 10 | 4 | 0.9 | -3 | 0
CN(C)S(=O)(=O)c1ccc(NC(=O)COC(=O)C2CC3CCCC(C2)C3=O)cc1 (stereo not given) | -3 | -1 | 17 | 4 | 6 | 5 | 0.0 | -3 | -3
CCOc1ccc(S(=O)(=O)n2cc(-c3ccccc3)c(N)n2)cc1 | 12 | 0 | 1 | -13 | 6 | 4 | 0.7 | -5 | -12
Cc1ccc(NC(=O)CN2C(=O)NC(C)(C3CC3)C2=O)c([N+](=O)[O-])c1 (stereo not given) | -8 | -2 | -13 | 8 | 8 | 4 | -3.1 | -2 | 0
O=C(CCl)N1N=C(c2cccs2)CC1c1ccco1 (stereo not given) | 25 | -7 | 1 | -1 | 21 | 36 | -0.9 | 1 | 0
COC(=O)c1c(NC(=O)COC(=O)CCS(=O)(=O)c2ccc(C)cc2)sc(C)c1C | 15 | 1 | 6 | 6 | 14 | 23 | -0.4 | 1 | -3
CC1=NN(c2ccccc2)C(=O)/C1=C/c1cc(C)n(C2CC2)c1C | 13 | -2 | 26 | 7 | 10 | -16 | 6.0 | -4 | 2
Cc1ccc(S(=O)(=O)Nc2cccc(CP(=O)(c3ccccc3)c3ccccc3)c2)cc1 | 3 | 0 | 0 | -16 | -2 | 17 | 1.2 | -3 | -3
COc1ccc(F)cc1S(=O)(=O)Nc1cc2c3c(c1)CC(=O)N3CCC2 | -32 | -2 | 16 | 6 | 3 | -17 | -0.6 | -1 | 2
CCCc1cc(=O)[nH]c(SCC(=O)Nc2ccc(OC(F)F)cc2)n1 | -5 | -1 | -3 | 11 | -1 | -1 | -0.8 | -3 | 1
CCOC(=O)C(=O)Nc1ccc(OCc2ccccc2)cc1 | 12 | -2 | 8 | -3 | 13 | 17 | 0.6 | -3 | -28
O=C(CSc1nncs1)N1CCN(S(=O)(=O)c2ccccc2)CC1 | 6 | -2 | -13 | -2 | -6 | 5 | -3.0 | 0 | -3
CCSc1cc(C)nc2c(-c3ccc(Cl)cc3)c(C)nn12 | 18 | 2 | 6 | 11 | 12 | 8 | 3.1 | -3 | 1
NC(=O)C1CCN(C(=O)CCSc2ccccc2)CC1 | 10 | -2 | 8 | 8 | 3 | -3 | -0.3 | -5 | -1
CCN(CC)c1ccc(NC(=O)c2cccc(C)c2OC)c(C)c1 | 25 | 1 | 18 | 12 | 9 | 16 | -0.4 | -3 | -1
Cc1[nH]c2ccccc2c1C(C#N)(C#N)C1C(=O)c2ccccc2C1=O | 1 | -6 | 28 | 12 | 63* | 36 | 16 | -4 | -6
CN(C)S(=O)(=O)c1cccc(NC(=O)c2cc(=O)[nH]c(=O)[nH]2)c1 | 20 | -1 | 10 | -5 | -7 | 10 | -0.3 | 1 | 2
O=C(OCCNc1nc(-c2ccccc2)nc2ccccc12)c1cccnc1 | -3 | 0 | 9 | 14 | 10 | -254 | 1.1 | -2 | -7
O=C(NCCSc1ccccc1)c1ccccc1 | 10 | 1 | 28 | 3 | -18 | -8 | -2.4 | 1 | 2
COc1ccccc1OCC(=O)NC1CCCCCC1 | 17 | -2 | 10 | 13 | 3 | 19 | 0.5 | -5 | 0

This is a random part of the collection; any-hit rate near 7.2%.
